# RBX1-CUL1 inh: inhibitors of human ROC1-CUL1 ubiquitin ligase activity; P62877+Q13616; in vitro K48 di-Ub FRET, acceptor:donor ratio, 45 min; hit rate 0.6% among 140,000; inhibition, % at 10 µM; in the data active = inhibition above about 25%
# Target sequence (P62877 whole entry, looked up): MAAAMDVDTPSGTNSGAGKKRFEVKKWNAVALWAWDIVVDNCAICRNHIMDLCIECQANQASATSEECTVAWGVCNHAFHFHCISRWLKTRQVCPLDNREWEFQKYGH
# Target sequence (Q13616 whole entry, looked up): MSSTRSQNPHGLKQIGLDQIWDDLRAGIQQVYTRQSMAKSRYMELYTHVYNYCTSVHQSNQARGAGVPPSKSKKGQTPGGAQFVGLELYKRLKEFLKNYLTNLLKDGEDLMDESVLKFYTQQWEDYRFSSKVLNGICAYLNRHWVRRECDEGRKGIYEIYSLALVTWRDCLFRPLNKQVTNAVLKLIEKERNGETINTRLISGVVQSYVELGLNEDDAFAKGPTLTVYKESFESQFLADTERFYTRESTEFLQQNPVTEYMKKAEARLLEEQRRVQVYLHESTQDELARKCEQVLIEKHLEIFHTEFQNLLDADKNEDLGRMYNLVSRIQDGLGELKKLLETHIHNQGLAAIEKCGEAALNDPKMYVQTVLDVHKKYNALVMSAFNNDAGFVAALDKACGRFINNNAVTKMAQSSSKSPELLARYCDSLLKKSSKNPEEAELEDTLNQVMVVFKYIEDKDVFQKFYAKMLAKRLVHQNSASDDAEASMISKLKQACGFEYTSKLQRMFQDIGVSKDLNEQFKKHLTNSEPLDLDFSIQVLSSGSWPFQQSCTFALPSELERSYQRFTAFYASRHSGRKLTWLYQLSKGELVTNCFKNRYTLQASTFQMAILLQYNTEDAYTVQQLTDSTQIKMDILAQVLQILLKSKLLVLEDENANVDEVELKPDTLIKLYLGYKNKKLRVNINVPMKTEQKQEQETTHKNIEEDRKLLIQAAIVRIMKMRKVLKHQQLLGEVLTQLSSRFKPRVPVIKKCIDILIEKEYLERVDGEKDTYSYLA
# Numbers without * were called inactive; & = joins results of further samples.
molecule	RBX1-CUL1 inh
COc1cc(C2NCCC(=O)C2(C)C)cc(OC)c1OC (stereo not given)	-3
CC(O)CNc1ccc(-c2nc(-c3cccc(Cl)c3)no2)cn1 (stereo not given)	-8
O=c1[nH]c(=O)c2nc3c4ccccc4c4ccccc4c3nc2[nH]1	4
CCC(Oc1ccc(F)cc1)C(=O)NC1CCN(CC)CC1 (stereo not given)	-3
CCOC(=O)N1CCc2c(sc(NCc3cccc(F)c3)c2C(=O)Nc2ccc(OC)cc2OC)C1	14
O=C(NCCC1=CCCCC1)C1CCCCC1	-4
Fc1ccccc1Cc1cn2cc(-c3ccc(Cl)cc3)nc2s1	13
C#CCOc1ccc(/C=C2/C(=O)N(c3ccc(C)cc3)N=C2C)cc1OCC	-5
COc1ccc(CN(C(=O)Nc2ccccc2)c2ccccn2)cc1OC	-1
O=C(c1ccc(C2CCCN2)s1)N1CCC(Cc2ccncc2)CC1 (stereo not given)	6
CCN1C(=O)c2ccccc2S(=O)(=O)c2ccc(C(=O)NCc3ccc(OC)cc3)cc21	-1
Cc1ccc(C)c(NC(=O)c2cccc(C(=O)Nc3cc(C)ccc3C)c2)c1	-3
CCOC(=O)C1=C(C)N=c2s/c(=C\c3ccncc3)c(=O)n2C1c1ccc(OC)c(OCC)c1 (stereo not given)	12
COc1ccc(CCNc2nc(-c3ccc(F)cc3)cc(C(F)(F)F)n2)cc1OC	-10
O=C1CC=Nc2nc(C(Cl)(Cl)Cl)nc(-c3ccccc3)c21	7
CCCCSc1nc2ccc(NC(=O)c3sc4nc(-c5ccncc5)ccc4c3N)cc2s1	-1
CC(=O)Nc1ccc(C(=O)OCc2ccc(Cl)c(Cl)c2)cc1	6
Cn1nc(C(F)(F)F)n(-c2ccc(N)cc2)c1=S	5
Cc1ccc(N2CCN(C(=O)CCc3c(C)nc4ncnn4c3C)CC2)c(C)c1	-4
Cc1c(CC(=O)N2CC[C@H](O)C2)c2c(n1CCc1ccccc1)CCCC2=O	-10
COc1ccc(-c2noc(-c3cc4ccccc4oc3=O)n2)cc1	5
CC(=O)N1CCC(N2CCc3ccc(NC(=O)c4ccncc4)cc3C2)CC1	1
COc1ccc(-n2nc(C(=O)N3CCN(c4cccc(C(F)(F)F)c4)CC3)c3c4ccccc4n(C)c3c2=O)cc1Cl	9
Cc1cccc(Cn2ccc(-c3cccc(-c4nc(C)cnc4C)c3)n2)n1	-1
Cc1ccc(CN(C)C(=O)CC2(c3ccccc3)CC(=O)N(Cc3cccnc3)C2=O)cc1 (stereo not given)	0

# Shown with each value named: entries from further up
> COc1ccc(-n2nc(C(=O)N3CCN(c4cccc(C(F)(F)F)c4)CC3)c3c4ccccc4n(C)c3c2=O)cc1Cl
  RBX1-CUL1 inh: 9

> Cc1cccc(Cn2ccc(-c3cccc(-c4nc(C)cnc4C)c3)n2)n1
  RBX1-CUL1 inh: -1

# The listing continues:
molecule	RBX1-CUL1 inh
Nc1cc(N)nc(SCc2cccc(C(F)(F)F)c2)n1	5
C=CCN(Cc1cccc(Cl)c1)C(=O)Nc1ccccc1	3
COc1cccc(OC)c1C(=O)OC1CC(C)CC(C)C1 (stereo not given)	-4
O=C(NCC(c1cccnc1)N1CCc2ccccc2C1)C(=O)Nc1ccccc1 (stereo not given)	-2
CCc1nc(N/N=C/c2ccccc2O)c2c3c(sc2n1)CCCC3	-4
Cc1ccc(-c2nc(CCNC(=O)C(=O)Nc3c(C)cccc3C)cs2)cc1	-5
Cc1ccc(-n2c(C)nc3c(cnn3-c3ccccc3)c2=O)cc1	6
Cc1cc(C)cc(NC(=O)Cn2cc(C(=O)c3cccs3)c3ccccc32)c1	-1
COc1ccc(C(=O)Nc2ccc(-c3nc4cc(Cl)cc(Cl)c4o3)cc2)cc1OC	1
CCOC(=O)c1c(NC(=O)c2cc(C(C)C)on2)sc(C(C)=O)c1C	0
Cc1cc(C)c2nc(-c3ccccc3)oc(=O)c2c1	10
COc1cc(C2SCC(=O)N2Cc2ccco2)ccc1O (stereo not given)	-10
Cc1nnc(SCC(=O)c2cc(C)n(-c3ccccc3F)c2C)s1	-4
CCOC(=O)c1sc2cccc(F)c2c1S(=O)(=O)NCc1ccccc1Cl	0
O=C(c1cscn1)N1CCC2(CCCN(Cc3ccc(F)cc3)C2)C1 (stereo not given)	4
COc1cc(/C=C2\SC(=O)N(CC(=O)Nc3ccc(F)cc3)C2=O)ccc1OC(C)C	4
CNS(=O)(=O)c1cc(-c2nn3c(C)nnc3c3ccccc23)ccc1C	-5
COc1cccc(/C=N/NC(=O)c2cc(C34CC5CC(CC(C5)C3)C4)[nH]n2)c1O	-3
Cc1ccc(C)n1-c1nnc(N2CCCC(C(=O)Nc3ccc(C(C)C)cc3)C2)s1 (stereo not given)	-2
COc1ccc(CCNC(=O)CN(C2CCCCC2)S(=O)(=O)c2ccc(Cl)cc2)cc1OC	5
CCCNC(=O)CSc1nc2nc(C)c(Cc3ccccc3Cl)c(C)n2n1	-10
Cc1nc(-c2cn[nH]c2-c2ccc(OCc3ccc(Br)cc3)cc2O)cs1	3
Cc1ccn(CC(=O)N(CCc2ccccc2)CC2CCN(C)CC2)n1	-4
CCOC(=O)c1ccc(NC(=O)CN(C)S(=O)(=O)c2cc(Cl)ccc2Cl)cc1	-10
COCc1[nH]nc2c1C(c1c[nH]c3ccccc13)C(C#N)C(=N)O2 (stereo not given)	-2
CCC(=O)OCc1cnc(C)c2oc(=O)c(C(=O)Nc3ccccc3C(F)(F)F)cc12	-6
Cc1ccc(NC(=O)CC2Sc3ccccc3NC2=O)c(Br)c1 (stereo not given)	3
CCc1ccc(NC(=O)c2ccc(CN3C(=O)C(C)=C(c4ccc(C)cc4)S3(=O)=O)cc2)cc1	3
CCN(CC)c1ccc(NS(=O)(=O)c2cc(-c3onc(C)c3C)ccc2OC)c(C)c1	7
CSc1nc2ccccc2c2nc(-c3cccnc3)nn12	-12
CCN1C(=O)/C(=C/c2cc(C)n(CC)c2C)SC1=Nc1ccc(N2CCOCC2)cc1	3
Cc1cccc(C)c1OCC(=O)Nc1nc(-c2ccc(Br)cc2)ns1	-3
Cc1cccc(-c2nc3c(cnn3-c3ccccc3)c(=O)n2-c2cccc(Cl)c2)c1	0
COc1ccc(C(=S)N2CC(C)OC(C)C2)c(OC)c1 (stereo not given)	-3
COc1ccc(-c2ccc3c(N)c(C(=O)NCc4ccc(C)cc4)sc3n2)cc1	-8&1
Cc1cccc(N2C(=O)c3cccc4c(Cl)ccc(c34)C2=O)c1	-3
O=C(N/N=C\c1ccco1)c1n[nH]c2c1CCC2	1
COc1ccc(Cl)cc1NC(=O)Cn1c(=O)n(Cc2ccco2)c(=O)c2cccnc21	1
CCC(C(=O)NCc1ccccc1Cl)n1c(=O)c2cccn2c2ccccc21 (stereo not given)	0
Cc1cccc(-c2nc3c4ccccc4nc(NCc4ccc(F)cc4)n3n2)c1	0
COc1ccc(NC(=O)C2CCCN(S(=O)(=O)C3C(=O)NC(=O)N=C3C)C2)c(OC)c1 (stereo not given)	-7
COC(=O)c1ccc(NC(=O)CC2C(=O)N(c3cccc(C)c3)C(=O)N2Cc2ccco2)cc1 (stereo not given)	-5
CCCN1C/C(=C\c2ccc(N(C)C)cc2)C2=NN(C(C)=O)C(c3ccc(N(C)C)cc3)C2C1 (stereo not given)	4
CCOc1ccc(NC(=O)c2ccc(CSc3nnnn3C)cc2)cc1	6
O=C(COc1ccc(S(=O)(=O)NCCc2ccccc2)cc1)NCc1ccc(Cl)cc1Cl	-2
CC12CN3CC(C)(CN(C1)C3c1ccc(OCc3ccccc3)cc1)C2=O (stereo not given)	5
CCCC(C)C(=O)Nc1nc2ccccc2s1 (stereo not given)	0
COc1ccc(-c2cc3nc[nH]c(=O)c3s2)cc1	-3
COc1ccc(NC(=O)c2oc3ccccc3c2NC(=O)Cc2cccs2)c(OC)c1	0
Nc1c(C(=O)Nc2ccccc2)sc2nc3c(cc12)CCCCCC3	0

# Structural class: the entries above with two or more sulfur atoms (3)
molecule	RBX1-CUL1 inh
CCCCSc1nc2ccc(NC(=O)c3sc4nc(-c5ccncc5)ccc4c3N)cc2s1	-1
Cc1nnc(SCC(=O)c2cc(C)n(-c3ccccc3F)c2C)s1	-4
CCOC(=O)c1sc2cccc(F)c2c1S(=O)(=O)NCc1ccccc1Cl	0

# Other results follow.
molecule	RBX1-CUL1 inh
c1ccc(Cc2noc(-c3ccc(NCC4COCCO4)nc3)n2)cc1 (stereo not given)	-4
BrC1=CC2C(C3C=CC2(Br)C32OCCO2)C12OCCO2 (stereo not given)	3
COCCNC(=O)CCc1nc2cccnc2n1Cc1ccc(OC)cc1	0
CCOc1ccc(-c2nnc(NC(=O)C(CC)c3ccccc3)s2)cc1 (stereo not given)	-3
CC(=O)c1ccc(NS(=O)(=O)c2c(C)nc3scc(C)n3c2=O)cc1	-4
COc1ccc(OCCn2c(C(C)Oc3ccccc3)nc3ccccc32)cc1 (stereo not given)	5
COc1cc(C2Nc3ccccc3C(=O)N2Cc2ccccc2)ccc1O (stereo not given)	-4
Cc1c(C(=O)N2CCCCCC2)c(-c2ccccc2)nn1-c1ccccc1	-1
CCCN(CCC)C(=O)NC(=O)c1ccccc1	8
CCOC(=O)C(NC(=O)c1ccccc1F)(Nc1ccc(F)cc1F)C(F)(F)F (stereo not given)	9
Cc1ccccc1-c1nnc(SCC(=O)Nc2c(F)cc(F)cc2Br)n1C	1
CC1(C)CC(=O)C2=C(C1)N(c1ccc(Cl)cc1)C(=N)C(C(=O)c1ccccc1)C2c1ccccc1 (stereo not given)	-2
CC1CCCN(S(=O)(=O)c2ccc(OC(F)(F)F)cc2)C1 (stereo not given)	10
O=C(NCCc1ccc(Cl)cc1)c1ccc2nc(Cc3ccccc3)oc2c1	1
COc1ccc(NS(=O)(=O)c2ccc3c(c2)CC(C)N3C(C)=O)c(OC)c1 (stereo not given)	3
O=C(CCSc1nc2cc(Cl)ccc2o1)N1CCOCC1	4
Cc1ccc(C)c(NC(=O)CN2C(=O)CCc3ccccc32)c1	-4
CSc1ccccc1C(=O)NCc1c(C)ncc2c1CCN(C(=O)C(C)Oc1ccccc1)C2 (stereo not given)	-4
COc1cc(C(=O)N(C)CC2COCCO2)ccc1OC1CCN(C)CC1 (stereo not given)	-10
COc1ccc(CN2CCN(Cc3ccsc3)CC2CCO)c(F)c1 (stereo not given)	8
Cc1cc(Br)cnc1NC(=S)Nc1ccc(F)cc1F	-1
COc1ccc(NC(=O)c2nnn(Cc3ccc(Br)cc3F)c2N)c(OC)c1	-1
N#Cc1c(SCc2ccc(F)cc2)nsc1SCc1ccc(F)cc1	-13
Cc1cccc(S(=O)(=O)NCc2cccnc2N2CCOCC2)c1	2
CCOc1ccc(C(=O)Nc2onc3c2CCCC3)cc1	3
Cc1c(CC(=O)NCCO)c2c(n1Cc1ccc(F)cc1)CCCC2=O	1
C=CCOc1ccccc1CN1CCOc2ccc(CN3CCC[C@H]3C(=O)OC)cc2C1	12
CC(C)CNCC1(O)CCCN(Cc2ccccc2F)C1=O (stereo not given)	-3
COc1ccc(OCc2cccc(Br)c2)c(/C=N/NC(=O)CSc2nnc(-c3ccncc3)n2-c2ccccc2)c1	-3
O=C(Nc1ccc(Oc2ccccc2)nc1)C1CCN(C(=O)c2csnn2)CC1	-4
O=C(CCCCn1c(=O)c2ccccc2n(Cc2cccc(F)c2)c1=O)NCCc1ccccc1	5
O=C(CSc1nc2ccccc2o1)N1c2ccccc2Sc2ccc(Cl)cc21	0
CCOC(=O)Nc1nc(-c2ccccc2)c(C(=O)c2ccccc2)s1	-4
CCSC1=NC2(CCN(C(=O)NC3CCCCC3)CC2)N=C1c1ccc(OC)cc1	-2
CCN1CCN(c2c(Cl)cccc2NC(=O)c2cccc(OC)c2)CC1	3
COc1ccc2c(c1)CCCN2Cn1nc(COc2ccccc2)n(C)c1=S	-5
C=CCn1c(O)c(C2=c3ccccc3=NC2=O)sc1=N	-5
CCCCNC(=O)C(c1ccccc1)c1ccccc1	0
CSc1ccccc1C(=O)NCc1c(C)ncc2c1CCN(C(=O)Cc1ccccc1)C2	-5
COc1ccc(NC(=O)CCCSc2nc(-c3ccco3)cc(C(F)(F)F)n2)cc1	-3
CCN1CCN(C(=O)Nc2ccccc2)CC1	4
Cc1ccccc1C(=O)NC(=S)N1CCN(C)CC1	-7
COc1ccccc1CNC(=O)C1CCN(c2nnc(C)c3c(C)n(-c4ccccc4)nc23)CC1	3
CC(C)Cn1c(=O)c2sccc2n2c(CCCC(=O)NCCc3ccc(Cl)cc3)nnc12	-8
CCCCNc1nc2c(S(=O)(=O)c3ccc(Cl)cc3)nnn2c2ccsc12	3
CC1CN(c2nc(-c3ccc(Cl)cc3Cl)nnc2-c2ccccc2)CC(C)N1 (stereo not given)	-2
O=S(=O)(c1ccc(Br)cc1)N1CCN(C/C=C/c2ccccc2)CC1	0
CSc1cccc(NC(=O)CN2CCN(c3ccc(F)cc3)CC2)c1	12
COc1ccc(C2C3=C(N=c4s/c(=C/c5ccc(OCc6cccc(C(=O)O)c6)c(OC)c5)c(=O)n42)c2ccccc2CC3)cc1 (stereo not given)	43*
C#CC(C)(C)OCC(O)CN1CCN(c2ccccc2)CC1 (stereo not given)	1
CNC(=S)Nc1ccc(C)c(C#N)c1	6
CCc1cccc(C)c1NC(=O)c1nnn(-c2ccc(C)cc2)c1C	3
CCOC(=O)c1c(NC(=O)c2c(-c3c(Cl)cccc3Cl)noc2C)sc2c1CCC2	6

# Part of the list above, reformatted:
RBX1-CUL1 inh | molecule
0 | O=S(=O)(c1ccc(Br)cc1)N1CCN(C/C=C/c2ccccc2)CC1
12 | CSc1cccc(NC(=O)CN2CCN(c3ccc(F)cc3)CC2)c1
43* | COc1ccc(C2C3=C(N=c4s/c(=C/c5ccc(OCc6cccc(C(=O)O)c6)c(OC)c5)c(=O)n42)c2ccccc2CC3)cc1 (stereo not given)
1 | C#CC(C)(C)OCC(O)CN1CCN(c2ccccc2)CC1 (stereo not given)
6 | CNC(=S)Nc1ccc(C)c(C#N)c1

# From PubChem BioAssay

# The list is partial. The share of hits here may be higher or lower than overall.
